GCN5L2 inh = GCN5L2 (KAT2A) acetyltransferase inhibition | Q92830 | GCN5L2 HAT assay, ThioGlo1 CoA-SH fluorescence | Potency, µM (highest dose often 58.9 µM), for the others: at the top dose activity change, negative = inhibition, actives largely listed as inhibitors | 390,000 tested, 0.21% active
Target sequence (Q92830 whole entry, looked up): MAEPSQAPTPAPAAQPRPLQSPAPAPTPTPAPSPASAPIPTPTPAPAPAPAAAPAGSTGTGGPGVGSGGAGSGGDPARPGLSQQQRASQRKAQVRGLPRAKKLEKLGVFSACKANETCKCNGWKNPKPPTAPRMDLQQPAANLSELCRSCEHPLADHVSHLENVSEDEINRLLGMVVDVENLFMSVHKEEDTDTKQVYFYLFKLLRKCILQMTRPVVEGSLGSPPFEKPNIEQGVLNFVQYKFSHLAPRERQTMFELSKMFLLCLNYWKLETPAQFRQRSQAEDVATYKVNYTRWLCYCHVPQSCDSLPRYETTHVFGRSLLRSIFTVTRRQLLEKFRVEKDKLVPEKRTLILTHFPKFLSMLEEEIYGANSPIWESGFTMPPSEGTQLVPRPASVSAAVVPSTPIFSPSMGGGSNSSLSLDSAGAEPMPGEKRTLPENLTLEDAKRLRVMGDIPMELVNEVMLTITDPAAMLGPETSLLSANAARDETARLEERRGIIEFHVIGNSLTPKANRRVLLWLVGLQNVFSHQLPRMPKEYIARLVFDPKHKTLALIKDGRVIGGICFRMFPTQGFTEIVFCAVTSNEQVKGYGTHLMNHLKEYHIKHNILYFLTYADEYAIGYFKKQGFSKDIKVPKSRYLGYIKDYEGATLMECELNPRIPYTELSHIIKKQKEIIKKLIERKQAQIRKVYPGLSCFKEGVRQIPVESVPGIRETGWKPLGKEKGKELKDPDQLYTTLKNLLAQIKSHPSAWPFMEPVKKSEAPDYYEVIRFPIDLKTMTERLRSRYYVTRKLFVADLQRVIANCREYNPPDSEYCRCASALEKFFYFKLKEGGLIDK
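Free CoA generated was detected with ThioGlo1 (50uM) fluorescence at Ex340nm/Em540nm, read immediately and after 20 min at room temperature. Enzyme, 20 nM in HEPES pH 7.5 buffer, saw compounds 15 min before adding 75uM H3(1-25) peptide and 70uM acetyl-CoA.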
TDP1 cell noCPT = qHTS for Inhibitors of human tyrosyl-DNA phosphodiesterase 1 (TDP1): qHTS in cells in absence of CPT; DT40 Tdp1-/- hTDP1 cells, no CPT, ATP luminescence, 48 h; Potency, µM (top dose mostly 46.2 µM), for inactives: at the highest dose activity change, negative = growth inhibition, usual class: inhibitors; 420,000 tested, 15% active; note: nearly all actives have a fitted effect of over 55% in size
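Luminescent ATP content (CellTiter-Glo) served as the growth readout. Knockout chicken DT40 cells expressing human TDP1 were exposed to compounds without camptothecin for a minimum 48 hr at 37 °C.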
TDP1 cell CPT = growth inhibition of DT40 Tdp1-/-;hTDP1 cells with camptothecin (screen for TDP1 inhibitors); chicken DT40 Tdp1-/-;hTDP1 cells + 20 nM CPT, ATP luminescence, 48 h; Potency, µM (titrated, usually from 46.2 µM), inactives show at the top dose activity change, negative = growth inhibition, actives largely listed as inhibitors; 420,000 tested, 12% active; note: nearly all actives have a fitted effect of over 55% in size
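Cell growth measured by CellTiter-Glo luminescence after a minimum 48 h, 37 C compound exposure with 20 nM CPT in Tdp1-knockout DT40 cells stably expressing hTDP1, seeded 400/well; qHTS titration format.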
* hit, by the source's call; u = inconclusive; x = not tested or not shown; [ ] = dose if it differs, or a comment. Calls come from the whole dose curve; as a rule, active = well fitted curve in the direction sought with a large enough effect; inconclusive = small, poorly fitted or top-dose-only effect, or another doubt; inactive = no such curve, though single readings can be large; an effect the other way counts as inactive or inconclusive. % is set by controls: 0 for no effect and ±100 for the full control effect; potency is the fitted concentration of half-maximal effect.

smiles | TDP1 cell CPT | TDP1 cell noCPT | GCN5L2 inh
COCCCNC(=O)Cn1cnc2c(OCc3ccccc3)ncnc21 | -3% | -2% | -1%
COC(=O)c1ccccc1NC(=O)c1nc(S(=O)(=O)Cc2ccccc2)ncc1Cl | 2.9µM* | 1.3µM* | -18%
COC(=O)c1ccc(C(=O)N2CCCCCC2(C)C(=O)NC(C)C)cc1 (centres undefined) | u | -22% | x
COc1ccccc1N1CCN(c2ncnc3sc(C(=O)NCC4CCCO4)c(C)c23)CC1 (centres undefined) | u | 13µM* | 3%
Cc1ccccc1OCCC(=O)OCC(=O)NC1CCCC1 | -8% | 0% | -4%
CCOC(=O)C1CCN(C(=O)c2cc3sc(C)cc3n2C)CC1 | -15% | -18% | -2%
Cc1nn2c(-c3ccccc3)c(-c3ccccc3)nc2[nH]c1=O | -10% | -13% | 3%
CN(C)CCSc1nnc2[nH]c3ccccc3c2n1 | 4% | -24% | -9%
CCn1c(=O)cc(N2CCN(Cc3ccccc3)CC2)[nH]c1=O | -2% | -4% | -10%
CCc1cc(C(=O)N2CCN(c3ccccc3OC)CC2)sc1C | u | 16µM* | -6%
COc1ccc(CNCCC(c2ccc(F)cc2)c2ccc(OC(C)C)cc2)cc1OC (centres undefined) | 16µM* | 15µM* | -4%
Cc1cccc(CCNS(=O)(=O)c2ccc(S(=O)(=O)N3CCC(C)CC3)cc2)c1 | -26% | -24% | x
CC(C)Cn1cnc2c1c(=O)n(CC(=O)Nc1ccc3c(c1)OCO3)c(=O)n2Cc1ccccc1 | -6% | -17% | 53%[activator]
CCC(O)c1nc2ccccc2n1Cc1cccc(Cl)c1 (centres undefined) | u | 18µM* | -6%
O=C(c1ccc2c(c1)N(Cc1ccc(F)cc1)C(=O)c1ccccc1S2(=O)=O)N1CCC(Cc2ccccc2)CC1 | 5.8µM* | 5.2µM* | -2%

An excerpt from above, limited to TDP1 cell noCPT.
Molecule,TDP1 cell noCPT
COC(=O)c1ccccc1NC(=O)c1nc(S(=O)(=O)Cc2ccccc2)ncc1Cl,1.3µM*
COC(=O)c1ccc(C(=O)N2CCCCCC2(C)C(=O)NC(C)C)cc1 (centres undefined),-22%
COc1ccccc1N1CCN(c2ncnc3sc(C(=O)NCC4CCCO4)c(C)c23)CC1 (centres undefined),13µM*
Cc1ccccc1OCCC(=O)OCC(=O)NC1CCCC1,0%
CCOC(=O)C1CCN(C(=O)c2cc3sc(C)cc3n2C)CC1,-18%
Cc1nn2c(-c3ccccc3)c(-c3ccccc3)nc2[nH]c1=O,-13%

Continued.
smiles | TDP1 cell CPT | TDP1 cell noCPT | GCN5L2 inh
O=C(NC12CC3CC(CC(C3)C1)C2)OCCNC1CCCCC1 | -23% | u | -5%
O=C(CC1CCCC1)NCCS(=O)(=O)N1CCN(c2ccccc2)CC1 | u | u | x
O=S(=O)(Oc1ccccc1)c1ccc(Cl)c(Cl)c1 | 13% | -15% | x
CC(C)OC(=O)C1OC1(C)c1ccccc1 (centres undefined) | 23% | 6% | x
CCNC(=S)N=Nc1c(O)n(Cc2ccc(Cl)cc2)c2ccccc12 | 16µM* | u | -6%
Nc1c(N(CCCO)C(=O)C2CCCC2)c(=O)[nH]c(=O)n1Cc1ccccc1 | -21% | 13% | -9%
Cc1cc2c3c(c1)C1(C(=O)N3C(C)(C)CC2C)C(C#N)=C(N)Oc2n[nH]c(C)c21 (centres undefined) | u | u | -4%
COc1ccc(CNc2ccnc(-c3c(C)noc3C)n2)c(OC)c1 | u | u | u
CC(c1ccco1)N(C(=O)COc1ccc(Cl)cc1Cl)c1ccccn1 (centres undefined) | u | 21µM* | -1%
COc1cccc(CNCCO)c1OCc1ccccc1Cl | 5% | -3% | -1%
CCN(Cc1ccccc1)CC(O)COC(c1ccc(OC)cc1)c1ccc(OC)cc1 (centres undefined) | 21µM* | 21µM* | -7%
N#Cc1cccc(N=c2ssnc2Cl)c1 | 3.3µM* | 6.5µM* | 6.3µM*
CS(=O)(=O)N1CCN(C(=O)C(Sc2ccccc2)c2ccccc2)CC1 (centres undefined) | -28% | -26% | -8%
O=C(Nc1ccc2nc(SCC(=O)N3CCOCC3)sc2c1)c1ccc(F)cc1 | 16µM* | 12µM* | -9%
COc1ccc(CNCC(=O)Nc2sccc2C#N)cc1 | 4% | -29% | 1%

(cont.)
smiles | TDP1 cell CPT | TDP1 cell noCPT | GCN5L2 inh
Cc1nc(-c2ccc(NS(=O)(=O)c3ccccc3)cc2)cs1 | -9% | -23% | 0%
CC1CCC(=O)N(CCOc2ccccc2)CC1 (centres undefined) | u | -11% | 4%
Cc1ccc(N2CCN(S(=O)(=O)N3CCCCC3)CC2)cc1Cl | u | u | 0%
COCCN1CCN(Cc2nc(C3(c4ccc(C)cc4)CCCC3)no2)CC1 | -4% | -27% | -17%
CC1=C(C(=O)OC2CCCCCC2)C(c2cccc(F)c2F)CC(=O)N1 (centres undefined) | u | u | 5%
N=C(SC1CC(=O)N(c2ccc(F)cc2)C1=O)N1N=C(c2ccccc2)CC1c1ccccc1 (centres undefined) | 16µM* | u | 0%
COc1ccc(NC(=O)NS(=O)(=O)c2ccc(C)cc2)c(OC)c1 | -18% | -24% | 2%
CC(=O)Nc1ccc(NC(=O)C2Cc3c(-c4ccco4)ccnc3O2)cc1 (centres undefined) | u | -28% | x
CN(C)c1ccc(C(=S)N2CCNCC2)cc1 | -9% | u | 2%
C#CCN(C(=O)c1ccc(OC2CCN(C(=O)CCOC)CC2)cc1)C1CCCCC1 | 23µM* | u | -3%
Cn1c(CN2CCC(C(N)=O)CC2)c(C#N)c2ccccc21 | -9% | -3% | -1%
COc1cc([N+](=O)[O-])ccc1NC(=O)CN1CCc2cc(OC)c(OC)cc2C1 | u | u | -30%
Cc1cccn2c(=O)c(/C=C(\C#N)C(N)=O)c(Oc3ccccc3)nc12 | u | u | -2%
COc1cc(NS(=O)(=O)c2ccc(NC(=S)NC(=O)/C=C/c3ccc(OC)c(OC)c3)cc2)ncn1 | u | u | 0%
CCCc1cc(C(=O)N/N=C/c2cccn2C)cs1 | -24% | -19% | -23%

Further structures:
smiles | TDP1 cell CPT | TDP1 cell noCPT | GCN5L2 inh
Cc1ccc(C(=O)CN(CCC(=O)O)C(=O)c2ccncc2)cc1 | -2% | 9% | -4%
Cc1cccc(OCC(O)CN2CCc3ccccc3C2)c1 (centres undefined) | u | u | -3%
Cc1cc(C(C)(C)C)oc1C(=O)O | -4% | 0% | 12%
O=P(Cc1ccccc1O)(c1ccccc1)c1ccccc1 | -1% | -9% | 0%
O=C(COC(=O)c1cccs1)NCc1ccccc1 | 0% | -10% | -3%
COc1ccc(Cl)cc1NC(=O)CN(C1CCCCC1)S(C)(=O)=O | u | u | -18%
Cc1ccc(NC(=O)CN(C)S(=O)(=O)c2cccs2)cc1C | u | u | -2%
CC(C)(C)c1cc(NC(=O)c2cccs2)no1 | u | 0% | x
O=C1CC(C(=O)O)S/C(=N\N=C\c2ccc(Br)cc2)N1 (centres undefined) | -9% | 14% | -1%
C=C(C)CSc1nc2sc3c(c2c(=O)n1-c1ccc(OC)cc1)CCN(C)C3 | u | u | -7%
CSCC[C@H](NC(=O)OC(C)(C)C)C(=O)N/N=C/c1c(C)[nH]c(=O)[nH]c1=O | -1% | -3% | -3%
Cc1ccccc1Nc1nc(N)nc(COC(=O)CCC(=O)c2ccc(F)cc2)n1 | -18% | -24% | 1%
Cc1ccc(-c2noc(CNC(=O)c3ccccc3)n2)cc1 | u | u | -5%
CCOC(=O)C12CC1/C(=N\O)c1ccccc1O2 (centres undefined) | -4% | -2% | 6%
O=C(CNC(=O)c1ccco1)Nc1ccc(F)cc1 | u | u | 1%

(list continues)
smiles | TDP1 cell CPT | TDP1 cell noCPT | GCN5L2 inh
COCCNC(=O)C(c1ccc(OC)cc1)N(C(=O)Cn1nnc2ccccc21)c1cccnc1 (centres undefined) | -8% | 8% | -8%
COc1ccc(NS(=O)(=O)c2cc(NC(=O)Cc3cccs3)ccc2C)cc1 | 6% | -1% | -5%
Cc1ccc(C)c(OCCC(=O)NNC(=O)Cn2nc(C)cc2C)c1 | -7% | -21% | -1%
COc1ccccc1N1C(=O)CC(N2CCN(c3ccc([N+](=O)[O-])cc3)CC2)C1=O (centres undefined) | -24% | u | -11%
N#Cc1nc(COc2ccccc2F)oc1NCCc1ccccc1 | -5% | -19% | -23%
COc1ccccc1CNc1nc(NCCOc2ccccc2Cl)c2sccc2n1 | 10µM* | 12µM* | x
Cc1nc(CN2CCN(C(=O)NC3(c4ccccc4)CC3)CC2)cs1 | -82% | -11% | 2%
CC(=O)c1cccc(NC(=O)c2cnn3ccccc23)c1 | -11% | u | -7%
O=C(Nc1ccccc1)N1CC2(CCN(C(=O)c3cc(C(F)(F)F)cc(C(F)(F)F)c3)CC2)C1 | 15% | -24% | -4%
CC(C)(C)[C@@H]1COC(=O)[C@H](Cc2ccc(F)cc2)CC/C=C\C[C@@H](CC(=O)NCCO)C(=O)N1 | u | u | -1%
O=C1Nc2cccc3c2N(CCC3)C2=C1CCC2 | u | u | x
COCC(C)NC(=O)C1CCN(S(=O)(=O)c2ccc3ccccc3c2)CC1 (centres undefined) | u | u | -5%
CCN(C(=O)CSc1nnc(-c2ccccc2)n1C)C1CCS(=O)(=O)C1 (centres undefined) | 12% | 5% | -8%
COc1ccc(CNC(=O)C2CCN(S(=O)(=O)c3ccc(Br)s3)CC2)cc1 | -13% | u | -7%
O=C(O)c1ccc(/C=N/n2c(C3CCCCC3)n[nH]c2=S)cc1 | 12% | 5% | -11%

(cont.)
smiles | TDP1 cell CPT | TDP1 cell noCPT | GCN5L2 inh
COc1cc(OC)c2c(=O)cc(-c3ccccc3)oc2c1 | 21µM* | u | -2%
COC(=O)c1ccccc1NC(=O)N1CCN(S(C)(=O)=O)CC1 | 2% | -25% | -7%
CC(=O)Nc1ccc(S(=O)(=O)NCCCN2CCOCC2)cc1 | 15% | -2% | -1%
CCOC(=O)N1CCC(NC(=O)c2ccc3c(c2)N(Cc2ccccc2)C(=O)c2ccccc2S3(=O)=O)CC1 | u | u | -1%
CCC(C)NC(=O)c1cn(CC)c2ccc(S(=O)(=O)N3CCc4ccccc4C3)cc2c1=O (centres undefined) | 21µM* | u | -10%
CCCC(=O)N1CCC1(C)C(=O)Nc1cccc(OC(C)C)c1 (centres undefined) | -23% | u | x
Cc1ccc(S(=O)(=O)NCC(=O)NC2CCCCCC2)cc1 | -2% | 1% | -11%
Cc1ccc(NC(=O)CN2CCc3ccccc3C2)cc1C | -29% | 0% | -12%
Fc1ccc(CN2CCCCCCC2)cc1F | -8% | -15% | -19%[0.501 µM]
O=[N+]([O-])c1cccc(S(=O)(=O)NCC2CC3CCC2C3)c1 (centres undefined) | 16% | u | -20%
CC(=O)c1ccc(OC(=O)C2CSC3(C)CCC(=O)N23)cc1 (centres undefined) | u | -6% | 1%
O=C(N/N=C/c1cc([N+](=O)[O-])ccc1O)NC12CC3CC(CC(C3)C1)C2 | u | u | -10%
N#Cc1c(N)nc2c(c1-c1ccc(Br)s1)CCCC2 | -1% | -5% | 8%
COc1cccc(CN(C)C(=O)C2CCC(=O)N(Cc3cccc(F)c3)C2)c1 (centres undefined) | 0% | -8% | -6%
CCOc1cc(CNCc2ccc3c(c2)OCO3)ccc1OC | -20% | -21% | -2%
COC(=O)CCCC1=CC2=C(c3ccccc3)C(=O)C(C)(OC(=O)C3CCCC3)C(=O)C2=CN1C1CC1 (centres undefined) | u | -8% | -3%
COc1ccc2c(CN3CCCCCCC3)cc(=O)oc2c1 | u | u | x

Pulled by compound from the entries so far, 4 records:
smiles | TDP1 cell CPT | TDP1 cell noCPT | GCN5L2 inh
CCOC(=O)N1CCC(NC(=O)c2ccc3c(c2)N(Cc2ccccc2)C(=O)c2ccccc2S3(=O)=O)CC1 | u | u | -1%
COc1ccc2c(CN3CCCCCCC3)cc(=O)oc2c1 | u | u | x
Fc1ccc(CN2CCCCCCC2)cc1F | -8% | -15% | -19%[0.501 µM]
O=[N+]([O-])c1cccc(S(=O)(=O)NCC2CC3CCC2C3)c1 (centres undefined) | 16% | u | -20%

Screening results as filed in PubChem BioAssay.

Not all compounds are listed; the hit share may differ from the screen's.
